# High-throughput results (PubChem)
# KOR beta-arrestin-1: kappa opioid receptor activators – cell-based, luminescence, uHTS, primary screen (AID 1777) | 280,000 compounds, 0.02% hits | activation, % at 10 µM; hits with a dose series show EC50 in µM | KOR beta-arrestin recruitment, luminescence; higher % means a stronger effect; in the data active means activation above about 50%, passing the limit was not always enough; further: a part of the inactive calls stands beside numbers as strong as those of hits
# GPR55 beta-arrestin: selective activators of receptor GPR55 – imaging, U2OS cells, beta-arrestin-GFP redistribution, primary screen (AID 1961). 290,000 compounds, 0.048% hits. U2OS GPR55 beta-arrestin-GFP redistribution imaging; higher % means a stronger effect. one-dose activation, % at 10 µM; EC50 in µM for titrated hits;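 active means activation above 40% with more than 50 cells counted in the well; inconclusive means wells holding fewer than 50 cells, flagged as toxic or sparse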;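 further: U2OS osteosarcoma cells stably expressing GPR55 and beta-arrestin-GFP; plate controls were DMSO negative control for no effect and LPI positive control for full effect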
# HEK293 NOD2/NF-kB: NOD2 signaling inhibitors, cell-based, luminescence, uHTS, HEK293 (AID 1566); HEK293 NOD2/NF-kB luciferase reporter, luminescence; higher % means a stronger effect; inhibition, % at 4 µM; hits with a dose series show EC50 in µM; 290,000 compounds, 0.63% hits; further: many of its hits are not listed in these tables
# KOR beta-arrestin-2: kappa opioid receptor blockers – cell-based, luminescence, uHTS (AID 1778) | KOR beta-arrestin recruitment, luminescence, antagonist mode; higher % means a stronger effect | inhibition, % at 10 µM, or IC50 in µM where a hit was titrated | 290,000 compounds, 0.091% hits; further: strong numbers were not always called active
# NOD1 NF-kB reporter: NOD1 signaling inhibitors, primary screen, cell-based, luminescence, uHTS (AID 1578); NOD1-driven NF-kB luciferase reporter cells, luminescence; higher % means a stronger effect; inhibition, % at 4 µM; hits with a dose series show EC50 in µM; 290,000 compounds, 1% hits; in the data active means inhibition mostly above about 36%, no sharp cut-off; inactive means mostly below about 34%;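 further: HEK-293T reporter cells stimulated with the NOD1 agonist gamma-tri-DAP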
# NTR1 ag: NTR1-driven beta-arrestin-GFP spot formation – imaging, U2OS cells, high content, primary screen (AID 493036). P30989. activation, % at 20 µM. agonist mode. 330,000 compounds, 0.17% hits;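 active means activation at or above 40% of the spot to cytoplasm intensity ratio, with at least 20 cells analyzed; inconclusive means wells under 20 cells, flagged as cytotoxic or low count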;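 further: 0% = DMSO without peptide and 100% = 100 nM NTR1 peptide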
# Target sequence (P30989 whole entry, looked up): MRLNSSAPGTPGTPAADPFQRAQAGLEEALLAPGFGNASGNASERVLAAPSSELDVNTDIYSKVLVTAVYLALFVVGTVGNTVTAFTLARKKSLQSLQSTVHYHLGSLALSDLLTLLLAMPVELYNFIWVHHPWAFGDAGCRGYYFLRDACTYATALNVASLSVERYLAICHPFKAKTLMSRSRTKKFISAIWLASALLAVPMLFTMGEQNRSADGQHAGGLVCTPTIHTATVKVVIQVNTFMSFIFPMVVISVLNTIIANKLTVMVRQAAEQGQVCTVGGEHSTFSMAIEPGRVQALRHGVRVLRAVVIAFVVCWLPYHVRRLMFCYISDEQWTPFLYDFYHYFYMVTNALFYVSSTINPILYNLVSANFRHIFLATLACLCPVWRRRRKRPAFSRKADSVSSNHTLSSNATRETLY
# Myeloid diff 2: myeloid differentiation induction | 360,000 compounds, 1% hits | ER-HoxA9 myeloid progenitors, lysozyme-GFP differentiation, flow cytometry | AID 624256 | calls only at 10 µM;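 active means normalized GFP-positive differentiation at or above the plate's own cutoff, the solvent-only control mean plus 3 SD; inconclusive means no clear call, values can overlap the other calls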;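 further: cells exposed to compound for four days before flow analysis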
# GPR55 LPI antagonism: GPR55 antagonists blocking LPI-driven arrestin recruitment, primary screen, imaging, U2OS, beta-arrestin-GFP, LPI agonist (AID 2013). U2OS GPR55 beta-arrestin-GFP translocation imaging, LPI antagonism; higher % means a stronger effect. inhibition, % at 10 µM; hits with a dose series show IC50 in µM. 290,000 compounds, 0.13% hits;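 active means spots per cell inhibited over 60%, with over 100 cells counted and total cytoplasm intensity under 500,000; inconclusive means wells with under 100 cells, flagged as likely toxic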;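 further: U2OS cells stably carrying GPR55 and arrestin-GFP stimulated by 5 µM LPI near EC80; imaged beta-arrestin-GFP aggregate spots per cell after agonist stimulation; plate controls were LPI-stimulated DMSO wells for no effect and DMSO wells without LPI for full effect; some results filed as inactive read as strong as hits; confirmed hits need IC50 under 10 µM and bright autofluorescent wells are also inconclusive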
# T cell HTS: T cell immune modulation candidate. 2C CD8+ T cell-vesicle binding, flow cytometry; active compounds read low. calls only at 7 µM. 330,000 compounds, 0.068% hits. AID 2052;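 active means response, share of CD8 T cells binding vesicles, and their 90th percentile fluorescence all below set limits, cut at about 80% in these data, passing the limit was not always enough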
#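 Assay system – 2C mouse CD8+ T cells · Also added – QL9-loaded Drosophila micro-vesicles · Timing – Cell–vesicle co-incubation 1.5 h at 37 °C, staining 20 min on ice · Signal – flow cytometry of vesicle-bound cells · Measure – percent CD8+ FL2 mean versus row control · Controls – Peptide-free naked vesicles (low) and QL9 vesicles with 0.7% DMSO vehicle (high)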
# T cell HTS vesicle-bound %: second read-out of T cell HTS, no call of its own (marks repeat the call); double positive events, %; measured here: CD8+ vesicle-bound cell fraction;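 binding gate set so that unloaded-vesicle control wells show 10% double positive cells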
# NTR1 ag cell count 20 µM: second read-out of NTR1 ag, no call of its own (marks repeat the call); cell count; measured here: cell count, cytotoxicity flag
# Myeloid diff 2 GFP+ MAC1+ %: recorded beside Myeloid diff 2, whose call it bears; GFP+ MAC1+ double positive, %; measured here: differentiation confirmed by MAC1 staining
# An asterisk follows results filed as active; i = inactive; ? = inconclusive; nt = no result given; + = active, no number; [ ] = remark or other dose. Unless noted, no stated cut-off is given here; in the data, active means inhibition above about 50%; inactive means the rest. Not all compounds are listed (hit frequency here may not be typical).
Compound	KOR beta-arrestin-1	GPR55 beta-arrestin	HEK293 NOD2/NF-kB	KOR beta-arrestin-2	NOD1 NF-kB reporter	NTR1 ag	NTR1 ag cell count 20 µM	Myeloid diff 2	Myeloid diff 2 GFP+ MAC1+ %	GPR55 LPI antagonism	T cell HTS	T cell HTS vesicle-bound %
O=C(CCc1nnc2ccc(N3CCC4(CC3)OCCO4)nn12)NCc1ccccc1Cl	1.7%	0.2%	0%	-29%	10%	0.5	58	i	0.0	-15%	i	11
COc1ccc(S(=O)(=O)N(n2c(C)nnc2-n2nc(C)cc2C)S(=O)(=O)c2ccc(OC)cc2)cc1	-4.5%	0.0%	13%	14%	-25%	-1.3	66	i	1.5	5%	i	19
O=C(Nn1cnnc1)c1cccc(S(=O)(=O)N2CCOCC2)c1	-5.6%	-0.3%	-3%	-27%	-39%	0.5	52	i	0.9	13%	i	17
O=C(CSc1nnc2ccc(-c3ccncc3)nn12)N1CCCCC1	-3.5%	0.2%	-5%	10%	-34%	1.5	67	i	0.3	-6%	i	43
CCCCC(c1nnnn1CC1CCCO1)N1CCN(Cc2ccccc2)CC1 (stereo unspecified)	-0.6%	0.1%	16%	-4%	-22%	-2.0	90	i	1.5	6%	i	21
Cc1ccc(NC(=O)Nc2cccc3ccccc23)cc1	5.3%	-0.1%	8%	-26%	-22%	-0.6	50	i	0.7	-25%	i	65
Cc1ccc(-c2nc(S(=O)(=O)c3ccc(C)cc3)c(N(C)C)o2)cc1	-1.9%	-0.1%	-13%	2%	-26%	1.3	40	i	0.3	8%	i	58
CCCOc1cccc(C(=O)Nc2ccc3c(c2)OCCO3)c1	-1.9%	0.5%	-154%	-7%	-60%	-0.5	72	i	0.7	14%	i	64
Cc1ccc(Sc2cc(C(=O)NCCN(C)C)c3ccccc3n2)cc1	-4.3%	0.3%	9%	9%	-12%	-1.8	71	i	0.6	-9%	i	46
O=C(/C=C/NNC(=O)c1cccc(Br)c1)c1ccccc1	11%	-0.2%	5%	-16%	-9%	0.6	40	i	0.8	-3%	i	53
Cc1ccc(NC(=O)CN2C(=O)CSc3ccc(S(=O)(=O)N4CCCCC4)cc32)cc1	-3.0%	-0.1%	-6%	-15%	-14%	1.1	62	i	0.3	12%	i	15
CCOc1ccc(NC(=O)CSc2nc3nc4c(cc3c(=O)n2CC)COC(C)(C)C4)cc1	-4.1%	-0.1%	27%	2%	1%	2.0	57	nt	nt	10%	i	57
COCCN1C(=O)C(=O)/C(=C(/O)c2ccc(S(=O)(=O)N3CCCCC3)cc2)C1c1ccc(O)c(OC)c1 (stereo unspecified)	2.7%	0.3%	13%	-82%	16%	0.5	68	i	0.4	-21%	i	15
O=C(O)c1ccc(CSc2nc3ccc(NC(=O)c4ccccc4C(=O)O)cc3s2)cc1	2.2%	0.3%	12%	-4%	-22%	0.5	22	i	0.6	-4%	i	21
O=C(Cc1n[nH]c(=O)c2ccccc12)OCC(=O)c1ccc2c(c1)OCCO2	27%	-0.2%	-13%	2%	-25%	-0.8	85	?	nt	3%	i	33
O=C(Nc1ccc(F)c(Cl)c1)c1cc(-c2ccco2)on1	-4.3%	0.3%	-49%	4%	-40%	nt	nt	i	3.6	14%	i	30
CCCOc1ccc(CSc2nc3ccccc3[nH]2)cc1	1.2%	-0.1%	-75%	-4%	40%	2.4	73	i	1.0	-3%	i	14
COc1ccc(-n2c(C)c(C)c3c(NCCO)ncnc32)cc1	6.8%	-0.2%	-15%	-28%	-17%	1.1	85	i	0.3	6%	i	35
Cc1ccc2oc(=O)n(CC(=O)N3CCOCC3)c2c1	-5.0%	-0.2%	19%	17%	-7%	2.1	51	i	0.6	9%	i	30
COc1ccc(-c2c[n+](CC(=O)c3ccccc3)c3n2CCCCC3)cc1	7.9%	0.5%	11%	-12%	-5%	-0.3	49	i	1.0	8%	i	31
O=C(Nc1cc(C(F)(F)F)ccc1N1CCOCC1)c1cccs1	10%	-0.1%	3%	9%	3%	2.0	70	i	0.7	-4%	i	39
COC(=O)c1ccc(NC(=S)NCC2CC2)cc1	nt	-0.2%	-6%	-36%[20 µM]	6%	1.9	61	i	0.1	0%	i	62
CC(C)c1ccc2[nH]c(O)c(N=NC(=O)c3cccc(S(=O)(=O)Nc4ccccc4Cl)c3)c2c1	6.7%	-0.3%	-78%	-12%	11%	4.1	82	i	0.9	-12%	i	36
CCc1ccc(CN2CCC(Oc3ccc(C(=O)N4CCCCC4)cc3)CC2)cc1	12%	0.7%	-18%	-25%	-12%	2.8	36	i	1.3	5%	i	66
O=C1CCC(C(=O)Nc2cccc(Oc3ccccc3)c2)=NN1	-8.0%	-0.4%	8%	9%	-19%	0.5	60	i	0.6	13%	i	31
COc1ccc(C)cc1S(=O)(=O)N(C)CC(=O)N1CCN(c2ccccc2)CC1	nt	-0.1%	-3%	-2%[20 µM]	-19%	-0.6	39	i	0.3	-1%	i	50
CCCCNC(=O)CCn1ccc2cc(S(=O)(=O)N3CCCC3)ccc21	-2.0%	0.3%	4%	14%	-37%	-0.3	67	i	1.4	1%	i	29
O=C(Nc1cccc(OCC(=O)N2CCOCC2)c1)c1cccc(Cl)c1	-0.2%	-0.1%	2%	-5%	-10%	4.5	62	i	0.5	3%	i	71
Cc1ccc(C)c(-n2c(-c3csc(C)c3C)n[nH]c2=S)c1	-2.2%	-0.3%	2%	1%	-22%	1.3	58	i	0.5	2%	i	48
CCOC(=O)N1CCC(NC(=O)Cn2cccc2C(=O)c2ccccc2)CC1	-1.7%	0.0%	13%	-20%	6%	-1.0	47	i	1.1	3%	i	23
CCCCCn1c(Sc2nc3ccccc3s2)nc2c1c(=O)[nH]c(=O)n2C	0.9%	-0.2%	21%	-4%	27%	5.1	41	i	8.9	0%	i	40
Cc1cc(C(=O)N2CCN(c3ccc(F)cc3)CC2)on1	-5.3%	0.7%	1%	-24%[20 µM]	-12%	0.9	43	i	3.2	14%	i	26
COC(=O)c1ccccc1NC(=O)c1cncc(Br)c1	0.5%	-0.1%	16%	-13%	4%	1.8	38	i	1.1	-1%	i	17
COc1cc(NC(=O)Cc2cccs2)ccc1-n1cnnn1	1.7%	-0.1%	8%	16%	-15%	-0.6	51	i	0.8	7%	i	16
Cc1nn(-c2ccccc2)c(N2CCCC2)c1/C=C1\N=C(c2ccc(F)cc2)OC1=O	-1.8%	-0.2%	-21%	21%	23%	4.3	92	i	0.3	22%	i	55
CCOC(=O)NC(c1ccccc1)C1CCCCC1=O (stereo unspecified)	-1.6%	0.5%	-13%	14%	-20%	2.1	60	i	0.5	-12%	i	34
COc1cccc(/C=C2\CCCCC2=O)c1	-3.0%	0.1%	-17%	-40%	-27%	0.6	50	i	1.1	0%	i	26
CCNC(=S)N=Nc1c(O)[nH]c2ccc(C(C)C)cc12	13%	-0.3%	17%	6%	16%	1.5	61	i	0.2	4%	i	38
CC1C/C(=N/N=C2/NC(=O)CS2)CC(C)(C)C1 (stereo unspecified)	11%	-0.1%	23%	-1%	-5%	1.5	45	i	0.5	4%	i	3
CN(C)C(CNC(=S)Nc1ccc(F)cc1)c1cccnc1 (stereo unspecified)	3.2%	-0.1%	7%	0%	-14%	3.0	86	i	0.5	-3%	i	60
Cc1csc(SCC(=O)Nc2ccc(S(=O)(=O)N3CCCC3)cc2)n1	-8.2%	-0.2%	15%	-25%	3%	1.0	49	i	5.3	8%	i	21
Cc1cccc(NC(=O)CSc2ncnc3nc[nH]c23)c1	-0.4%	-0.1%	1%	4%	7%	-0.2	34	i	1.4	9%	i	40
COc1ccccc1NC(=O)CSc1nn2c(=O)c(C)nnc2s1	4.3%	-0.1%	-7%	8%	-8%	0.1	60	i	5.3	7%	i	6
C=CCNC(=O)c1ccccc1NC(=O)c1ccccc1C	-4.7%	-0.3%	8%	6%	-4%	0.9	55	i	0.8	19%	i	59
C/C=C(/C)C(=O)Nc1cccc(C2=NOC3(C2)C[C@@H](C(N)=O)N(C(=O)CC(c2ccccc2)c2ccccc2)C3)c1 (stereo partly specified)	1.2%	-0.1%	14%	19%	-2%	3.5	44	i	2.1	3%	i	40
CC(=O)C1=C(O)C(=O)N(CCC(=O)O)C1c1ccccc1[N+](=O)[O-] (stereo unspecified)	-5.5%	-0.1%	5%	-2%[20 µM]	-23%	0.6	91	i	0.7	-6%	i	52
CCS(=O)(=O)Nc1ccc(C(=O)OC)cc1	1.6%	-0.1%	-12%	-1%	-23%	-1.0	84	i	0.4	10%	i	62
CCCc1[nH]nc2c1C(CCC)C(C#N)=C(N)O2 (stereo unspecified)	-1.4%	-1.0%	0%	7%	-18%	3.0	102	i	0.7	2%	i	17
COc1ccc(-c2nnc(N3CCOCC3)c3ccccc23)cc1	-7.8%	0.5%	-1%	19%	13%	-0.3	58	i	0.5	6%	i	52
CC(=O)N/C(=C\c1ccccc1)C(=O)NC(C)C(=O)O (stereo unspecified)	2.6%	-0.5%	3%	-15%	-56%	1.1	52	i	0.3	7%	i	54
COc1cc(NC(=O)CCNC(=O)Cn2cnc3sc4c(c3c2=O)CCCC4)cc(OC)c1OC	0.8%	-0.2%	5%	-20%	-25%	0.3	48	+	7.9*	6%	i	28
Cc1cc(C)c(NC(=O)C2CC3CCC2C3)c(C)c1 (stereo unspecified)	8.6%	-0.1%	-2%	-47%[20 µM]	0%	1.2	45	i	0.7	9%	i	51
CCCc1cc(=O)oc2c(C)c(OC(C)C(=O)NCc3ccccn3)ccc12 (stereo unspecified)	0.8%	-0.1%	6%	-56%	-22%	0.8	55	i	0.7	3%	i	18
Cc1ccc(CNc2nc(N)c([N+](=O)[O-])c(NCCO)n2)cc1	1.5%	0.0%	12%	36%	-3%	-0.5	57	i	0.4	-2%	i	30
